HTR2A ag – mouse Htr2a agonists via beta-arrestin recruitment, primary screen, cell-based, luminescence; activation, % at 7.6 µM; AID 624169, 2012; 5-hydroxytryptamine receptor 2A (Mus musculus), P35363; CHO-K1 mHTR2A beta-arrestin complementation; percent of 30 µM serotonin response; actives 0.66% (n = 360,000);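 active = activation above a run cutoff, the mean activation of all tested compounds plus 3 SD, cut at about 14% in these data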;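 also: 0% = plate median of compound wells and 100% = 30 µM serotonin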
Target sequence (P35363 whole entry, looked up): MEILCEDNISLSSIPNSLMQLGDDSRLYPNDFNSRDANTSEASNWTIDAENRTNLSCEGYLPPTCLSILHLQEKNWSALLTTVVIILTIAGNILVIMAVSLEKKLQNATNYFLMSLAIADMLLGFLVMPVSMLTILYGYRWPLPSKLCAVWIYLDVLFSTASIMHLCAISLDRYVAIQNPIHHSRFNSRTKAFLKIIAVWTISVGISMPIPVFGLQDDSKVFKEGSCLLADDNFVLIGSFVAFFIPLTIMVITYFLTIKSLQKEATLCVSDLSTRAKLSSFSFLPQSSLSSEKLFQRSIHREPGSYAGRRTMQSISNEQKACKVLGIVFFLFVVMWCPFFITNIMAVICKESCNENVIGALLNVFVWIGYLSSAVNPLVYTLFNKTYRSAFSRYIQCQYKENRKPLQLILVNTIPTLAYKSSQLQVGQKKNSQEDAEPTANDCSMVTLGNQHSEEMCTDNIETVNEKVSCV
ABCB6 inh 2 – ABCB6 transporter inhibitors, primary screen, K562-ABCB6 cells, flow cytometry, MLPCN library; ATP-binding cassette sub-family B member 6 (Homo sapiens), Q9NP58; K562-ABCB6 porphyrin accumulation, 1 h; active compounds read low; fluorescence ratio to DMSO, % at 10 µM; actives 0.19% (n = 360,000); AID 602162, 2011;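 active = fluorescence ratio to DMSO below 75%, the collection mean minus 3 SD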;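 also: signal is porphyrin accumulated inside mitochondria; 100% equals median channel fluorescence of DMSO control wells; lower ratio means ABCB6 inhibition with less porphyrin fluorescence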
Glyco luc inh – increase of ERlucT glycosylation luciferase signal, primary screen, N-linked glycosylation inhibitor project, D54 ERlucT cells, luminescence, set 2 | D54 ERlucT glycosylation luciferase reporter, 24 h; percent of 100 nM tunicamycin response | reporter increase, % at 12.5 µM | actives 0.23% (n = 360,000);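 active = mean luciferase reporter signal, scaled so untreated is 0 and the glycosylation-blocking control 100, at or above a set limit in every replicate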;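 also: luciferase carries N-glycosylation sites so blocking glycosylation raises the light; 0% = median of neutral control wells and 100% = median of 100 nM tunicamycin wells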
MC4R antag cAMP – MC4R antagonists of cAMP signaling, primary screen, cell-based, TR-FRET, antagonist arm of biased-ligand search | actives 0.48% (n = 360,000) | inhibition, % at 6.5 µM | MC4R-expressing cells, MTII-stimulated cAMP, LANCE TR-FRET | Melanocortin receptor 4 (Homo sapiens), P32245 | AID 540295, 2011;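 active = inhibition above its plate's cutoff, the mean of tested wells on that plate plus 3 SD, cut at about 29% in these data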;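 also: 0% = Melanotan II alone and 100% = Melanotan II plus saturating MCL0020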
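System: U2OS cells stably expressing human melanocortin 4 receptor (MC4R). Reagent: Melanotan II challenge after compound preincubation. Doses: 6.5 µM. Times: 30-min compound, 1-h challenge, 1-h detection, room temperature. Measured by: TR-FRET with Eu-cAMP and labeled anti-cAMP, 671 nm. Replicates: singlicate.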
Vif inh – HIV Vif self-association inhibitors, primary screen, imaging, HEK293T, single point; HEK293T cells, Vif self-association by quenched fluorescence, 24 h; inhibition, % at 7.49 µM; actives 0.35% (n = 340,000); in the data active = inhibition above about 50%, passing the limit was not always enough; also: some results filed as inactive read as strong as hits
H9c2 protect – cardioprotection against H2O2-induced cell death, primary screen, uHTS, H9c2 cells, ATPLite luminescence; H9c2 cardiomyocytes, H2O2 injury protection, 2 h; protection from H2O2 cell death, % at 20 µM; actives 0.63% (n = 360,000);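 active = compounds giving at least 50% protection of heart cells from peroxide-induced death in the single-dose screen, raw or plate-pattern-corrected value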;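 also: 0% = DMSO wells with peroxide and 100% = DMSO wells without peroxide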
aDG glyco act – activators of alpha-DG glycosylation, primary screen, uHTS, Pro5-aDG cells, AlphaScreen; alpha-DG glycosylation AlphaScreen (IIH6); 0% Pro5, 100% B10-LARGE cell signal; activation, % at 10 µM; actives 0.22% (n = 360,000); AID 624168, 2012;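 active = activation of at least 8% versus controls, or a plate z-score of at least 8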;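 also: Pro5 are CHO cells carrying HIG-tagged alpha-DG that lacks glycosylation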
PDI turbidity – inhibitors of human PDI, primary screen, biochemical, turbidity, single point, plate reader; Protein disulfide-isomerase (Homo sapiens), P07237; PDI insulin aggregation turbidity, A650, 90 min; inhibition, % at 10 µM; actives 0.052% (n = 350,000); AID 588391, 2011;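 active = mean inhibition across replicates of 30% or more, whatever share of single replicates reach that level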;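 also: absorbance from insulin aggregation driven by PDI reduction with DTT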
Target sequence (P07237 whole entry, looked up): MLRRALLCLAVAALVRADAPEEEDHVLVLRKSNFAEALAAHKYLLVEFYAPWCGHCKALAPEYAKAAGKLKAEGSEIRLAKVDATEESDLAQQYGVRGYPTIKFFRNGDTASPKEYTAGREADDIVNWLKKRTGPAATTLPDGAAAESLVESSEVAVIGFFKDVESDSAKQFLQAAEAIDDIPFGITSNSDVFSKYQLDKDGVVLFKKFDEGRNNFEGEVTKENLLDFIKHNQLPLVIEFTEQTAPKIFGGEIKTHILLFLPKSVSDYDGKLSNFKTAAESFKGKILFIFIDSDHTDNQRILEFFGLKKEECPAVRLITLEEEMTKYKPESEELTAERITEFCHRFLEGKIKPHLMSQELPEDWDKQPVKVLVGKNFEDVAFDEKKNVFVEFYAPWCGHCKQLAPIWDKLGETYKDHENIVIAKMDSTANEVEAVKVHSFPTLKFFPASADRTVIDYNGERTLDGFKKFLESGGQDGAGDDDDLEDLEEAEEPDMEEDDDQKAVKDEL
CaV13 ICDI inh – Disruptors of the CACNA1D IQ motif to Ca2+-dependent inactivation inhibitor domain association, primary screening, Förster resonance energy transfer in intact living …. HEK cells, CFP/YFP FRET ICDI-IQ, plate reader, 10 min; percent FRET-ratio fall versus neutral wells. inhibition, % at 12.3 µM. actives 0.098% (n = 340,000). AID 743397;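 active = mean replicate inhibition of at least 30% and at least 1% of replicates passing that level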;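 also: 0% = median of the neutral control wells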
MC4R ag barr – MC4R agonists recruiting beta-arrestin, primary screen, cell-based, luminescence, agonist arm of biased-ligand search; actives 0.98% (n = 360,000); U2OS MC4R beta-arrestin complementation; percent of melanotan II response, DMSO zero; activation, % at 8.9 µM; Melanocortin receptor 4 (Homo sapiens), P32245;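 active = activation above a per-plate cutoff, the mean activation of sample wells on that plate plus 3 SD, cut at about 8% in these data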
* = called active by the depositor; . = not tested or not shown.

SMILES	HTR2A ag	ABCB6 inh 2	Glyco luc inh	MC4R antag cAMP	Vif inh	H9c2 protect	aDG glyco act	PDI turbidity	CaV13 ICDI inh	MC4R ag barr
CC(C)C1CC(CCN2CCCCC2)(c2ccccc2)CCO1 (stereo not drawn)	-3	102	-2	4	2	-5	-0.2	-17	-6	-1.2
CCOc1ccc(C2CC(c3c(O)c4ccccc4oc3=O)=NN2c2ccccc2)cc1OC (stereo not drawn)	3	116	3	8	23	7	0.0	-4	165*	-1.6
Cc1ccc(S(=O)(=O)NNC(=O)c2sccc2-n2cccc2)cc1	3	99	1	5	-2	1	-0.1	0	-4	-0.6
COc1ccc(C(C(=O)NCC2CCCO2)N(C(=O)CNC(=O)c2cccs2)c2ccccc2)cc1OC (stereo not drawn)	1	98	0	-5	4	10	-0.3	4	-4	-1.2
Cc1ccc(C(C)C)c(OCc2ccc(-c3nnco3)cc2)c1	3	100	-1	5	-3	-15	0.9	-7	.	2.5
Cc1c(C)n(CCO)c2ncnc(Nc3ccc(F)cc3)c12	2	99	2	7	-13	-4	0.0	-2	-3	-1.7
CC(C)CC(=O)Nc1nnc(S(=O)(=O)N2c3ccccc3CC2C)s1 (stereo not drawn)	-5	103	0	18	-1	-3	2.3	5	-8	3.1
COc1ccccc1N1CCN(C(=O)c2cc3cc(C)ccc3[nH]2)CC1	5	96	0	4	10	4	0.0	6	-6	0.0
Cc1ccc(S(=O)(=O)NC2(C(F)(F)F)NC(=O)N(Cc3ccccc3)C2=O)cc1 (stereo not drawn)	8	98	0	5	-35	0	0.0	-3	-6	-1.4
COCCCn1c(SC(C)C(=O)NC2CC2)nc2ccccc2c1=O (stereo not drawn)	2	98	3	6	4	6	1.1	9	-9	3.1
O=C(CCC(=O)NNC(=O)c1ccc([N+](=O)[O-])cc1)NCc1ccccc1	-3	100	0	0	21	-3	-0.2	-3	-5	-1.3
CCOC(=O)N1CCN(C(=O)CN(c2ccc(Oc3ccccc3)cc2)S(C)(=O)=O)CC1	0	92	-2	7	-5	-11	0.1	2	-6	0.1
COc1ccc(/C=C/C(=O)NCc2ccc3c(c2)OCO3)cc1OC	0	98	0	2	-10	-5	-0.2	-2	-4	1.0
CCc1nc(NCC2CC2)c2nnn(Cc3ccccc3)c2n1	5	81	2	-1	-1	-15	1.4	0	-4	12*
COc1ccc(C(=O)Nn2cnc3ccccc3c2=O)cc1[N+](=O)[O-]	6	98	1	0	-1	6	-0.1	-2	-17	-1.2
Cc1ccc(C(=O)COC(=O)CCC(=O)Nc2ccccc2Cl)cc1[N+](=O)[O-]	-1	103	1	7	2	5	-0.1	8	-6	0.1
CC(NS(=O)(=O)c1ccc(Br)cc1)C(=O)NCc1ccco1 (stereo not drawn)	6	103	-3	0	-4	3	0.8	1	-4	1.4
O=C(CCCCCN1C(=O)c2cccc3cccc(c23)C1=O)NCCCO	0	88	2	4	1	12	0.0	1	-3	-1.9
COc1ccc(CN(C)CC2CCCN(CCc3ccc(Cl)cc3)C2)cc1OC (stereo not drawn)	-4	100	3	9	-2	5	0.4	-4	-10	-1.1
COc1cc(/C=C(\NC(C)=O)C(=O)NC(C)(C)CC(C)(C)C)ccc1OC(C)=O	1	104	0	10	9	2	-0.2	-5	-5	1.3
Cc1ccc(C)c(S(=O)(=O)NCc2ccc(C(=O)N3CCC(Cc4ccccc4)CC3)cc2)c1	0	94	-6	3	4	-8	0.3	-1	-3	1.1
O=C(COc1cccc2c1CCNC2=O)Nc1ccc(F)cc1	-6	101	0	-1	8	51*	-0.1	1	-6	0.1
CC1CN=C(N(C(=S)Nc2ccccc2)c2cccc(C(F)(F)F)c2)S1 (stereo not drawn)	-3	97	1	0	9	-6	0.3	6	-6	0.5
Cc1cccc(NC(=O)CSc2nc(=O)n(CCCN3CCOCC3)c3c2CCCC3)c1	-8	94	-1	-4	8	-1	0.1	5	-5	-0.6
Cc1ccc(-n2ncc3c2CC(C)(C)CC3NC(=O)Cc2c(C)noc2C)cc1 (stereo not drawn)	-4	94	-4	-6	-4	-5	0.6	8	.	1.4
Remaining list, next part.
SMILES	HTR2A ag	ABCB6 inh 2	Glyco luc inh	MC4R antag cAMP	Vif inh	H9c2 protect	aDG glyco act	PDI turbidity	CaV13 ICDI inh	MC4R ag barr
COc1ccc(NS(=O)(=O)c2ccc3nc(COc4ccc(C#N)cc4)[nH]c3c2)cc1	-3	89	-3	-9	3	-16	-0.4	-4	-10	0.5
COc1ccc(CNC(=O)c2cn(Cc3ccc(OC(C)=O)cc3)c(=O)s2)cc1	-2	88	-7	-4	2	0	0.3	-4	6	-0.6
CCS(=O)(=O)N1CCC(C(=O)NCc2cccs2)CC1	2	99	1	-2	.	4	-0.1	-3	-11	1.5
COc1ccc(S(=O)(=O)N2CCCCC2)cc1NC(=O)C1CSC2(C)CCC(=O)N12 (stereo not drawn)	3	95	2	-5	-7	5	0.0	-16	.	0.1
O=C(Nc1cccc(S(=O)(=O)NC2=NCCCCC2)c1)C1COc2ccccc2O1 (stereo not drawn)	-4	93	0	9	-2	0	-0.1	3	-6	0.2
CC(C)C(NC(=O)c1c(F)cccc1F)C(=O)N1CCN(c2ncccn2)CC1 (stereo not drawn)	-1	97	3	1	3	-6	0.1	-6	-2	-1.0
O=C(Nc1ccc(F)c(Cl)c1)C1Cc2c(-c3cccc(F)c3)ccnc2O1 (stereo not drawn)	-4	72*	-3	-4	-17	-4	0.3	-7	-10	1.8
O=C(Nn1c(-c2ccc(F)cc2)nc2ccccc2c1=O)C1CCCCC1	-1	81	1	3	.	-3	-0.1	0	-7	-1.6
COc1ccc(CN2C(=O)[C@@H]3C(c4ccccc4Cl)=NO[C@@H]3C2=O)cc1	-4	99	0	-6	-5	2	-0.2	-7	-3	0.2
CCOc1ccc(NC(=S)NC(=O)c2cnn(CC)c2)c([N+](=O)[O-])c1	-2	102	1	2	-5	-7	0.3	3	-6	-3.4
CCc1ccccc1N1CN(Cc2cccnc2)CNC1=S	5	94	2	18	-2	-1	0.0	2	-4	-1.7
CCCc1cc(C(=O)Nc2cccc(Cl)c2)no1	-2	97	-1	-2	2	-16	0.0	.	-3	1.1
C=CCN(C(=O)c1csnn1)C(C(=O)NC1CCCCC1)c1ccccc1 (stereo not drawn)	1	110	0	20	-2	-1	0.0	-5	-3	1.6
CCn1c(=N)n(CC(O)COc2ccc(C)cc2)c2ccccc21 (stereo not drawn)	2	103	-2	-8	-3	1	0.4	-4	-5	-0.2
Nc1cccc(S(=O)(=O)Nc2ccc(Br)cc2)c1	-3	96	1	12	-4	0	0.2	-5	-3	1.6
C/C(=N/NC(=O)c1ccc(Br)o1)c1cccs1	-7	102	0	0	-6	-5	0.2	2	-5	0.3
Cc1ccc(S(=O)(=O)N2CCCCC2)cc1NS(=O)(=O)c1ccc(Cl)c(C(=O)O)c1	17*	97	4	0	-6	4	0.0	-1	-4	-2.3
CCc1ccccc1NS(=O)(=O)c1cc2c(cc1C)n(C)c(=O)c(=O)n2C	1	103	2	8	13	2	0.0	.	3	-1.9
Cc1cc(OCc2cc(C(=O)N3CCN(C)C(=O)[C@@H]3C)no2)cc(C)c1Cl	2	101	5	9	-3	-12	3.7	-3	-6	-0.5
Cc1csc(NC(=O)CSc2nnc(-c3ccccn3)n2-c2ccc(C)c(C)c2)n1	0	100	-2	-1	-11	6	-0.1	-5	.	-2.3
O=C1CC(C(=O)NCCc2ccccc2)SC(=Nc2ccccc2)N1 (stereo not drawn)	-4	101	1	6	-6	2	0.0	-6	-2	-1.3
[O-]C1=N/[N+](=C/c2ccccc2)CC1	7	98	1	-2	0	7	-0.2	4	-5	-1.8
O=C(CS(=O)(=O)c1c[nH]c2ccccc12)N1CCCc2ccccc21	4	82	3	0	-15	-3	0.0	.	-5	0.6
CC(=O)c1cccc(NC(=O)C2(c3ccccc3)CC2(Cl)Cl)c1 (stereo not drawn)	-4	106	-4	-2	-10	2	0.5	-1	-8	-1.1
C[C@@H]1C(c2ccccc2)=NN(c2ccccc2)[C@H]1C(=O)N1CCOC1=O	-1	99	0	-1	3	-1	0.1	4	-6	-1.6
Other compounds:
SMILES	HTR2A ag	ABCB6 inh 2	Glyco luc inh	MC4R antag cAMP	Vif inh	H9c2 protect	aDG glyco act	PDI turbidity	CaV13 ICDI inh	MC4R ag barr
COc1cccc(C2CC(c3ccc(Cl)cc3)n3nc(N)nc3N2)c1 (stereo not drawn)	-1	102	4	2	0	6	0.6	.	-2	0.3
COC1=C(Nc2ccccc2OC)C(=O)c2ccccc2C1=O	12	93	6	-2	-5	-8	0.2	0	-4	1.0
c1ccc(N=Nc2ccc3cccccc2-3)cc1	4	103	26*	21	0	-14	-0.7	-4	-7	2.1
CC1NC(=O)NC1CCCCCC(=O)Nc1ccc(F)c(Cl)c1 (stereo not drawn)	-1	92	0	5	-5	7	-0.5	0	7	-2.5
COc1ccc2[nH]c(=O)c(CN(Cc3ccco3)Cc3nnnn3Cc3ccccc3)cc2c1	4	94	1	13	4	66*	0.6	-1	.	0.2
Cc1csc(NC(=O)c2cc(-c3ccncc3)nc3ccccc23)n1	-3	96	-1	3	-18	20	0.3	-2	-3	-2.7
FC(F)(F)c1cccc(OCC2CNC(=S)O2)c1 (stereo not drawn)	-9	98	0	2	7	-4	0.0	-5	-16	-0.6
Cn1cc(SCC(=O)NCc2ccc3c(c2)OCO3)c2ccccc21	3	104	0	4	-4	4	1.8	.	-6	0.2
CCOc1ccc(CNCc2cccnc2)cc1	-5	91	0	1	3	10	-0.2	-6	-4	-0.8
CN(C(=O)COc1ccccc1)c1nnc(-c2cccnc2)s1	5	96	2	-1	-10	-3	-0.2	3	-5	-0.7
Cc1ccc(NC(=O)CCn2c(=O)[nH]c3ccsc3c2=O)cc1	-7	100	1	11	-1	4	-0.1	13	10	-0.6
CCCC(=O)Nc1nc2ccc(OC)cc2s1	-2	102	-3	14	-10	-23	0.0	13	-7	-0.2

Looked up by compound from above:
SMILES	HTR2A ag	ABCB6 inh 2	Glyco luc inh	MC4R antag cAMP	Vif inh	H9c2 protect	aDG glyco act	PDI turbidity	CaV13 ICDI inh	MC4R ag barr
CCOc1ccc(CNCc2cccnc2)cc1	-5	91	0	1	3	10	-0.2	-6	-4	-0.8
COC1=C(Nc2ccccc2OC)C(=O)c2ccccc2C1=O	12	93	6	-2	-5	-8	0.2	0	-4	1.0

Screening data from PubChem.
